D3 ag: activates the human D3 dopamine receptor | AID 652048 | D3R DiscoveRx beta-arrestin cells, luminescence, 90 min | 410,000 tested, 0.58% active | max activation, % | P35462; in the data active means max activation above about 30%; further: 0% is about no effect; mostly tested at two doses, the higher about 12 µM
Target sequence (P35462 whole entry, looked up): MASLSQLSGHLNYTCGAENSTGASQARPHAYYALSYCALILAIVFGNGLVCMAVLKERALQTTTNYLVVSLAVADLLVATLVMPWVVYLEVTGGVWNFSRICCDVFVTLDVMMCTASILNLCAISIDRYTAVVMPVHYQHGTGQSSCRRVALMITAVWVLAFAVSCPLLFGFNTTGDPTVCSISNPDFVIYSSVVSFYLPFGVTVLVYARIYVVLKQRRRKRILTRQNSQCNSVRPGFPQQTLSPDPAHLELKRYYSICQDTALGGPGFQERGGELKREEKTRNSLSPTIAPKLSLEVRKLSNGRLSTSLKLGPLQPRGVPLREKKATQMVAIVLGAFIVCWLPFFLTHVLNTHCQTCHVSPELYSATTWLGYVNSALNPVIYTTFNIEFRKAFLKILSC
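Agonist-mode cell screen: cells plated at 1500/well and incubated overnight at 37 °C, then exposed to library compounds for 90 min at 37 °C. Detection reagent was added for 30–60 min at room temperature, and luminescence was read.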
PTHR1 agonist: activates the human parathyroid hormone receptor PTHR1; Q03431; HEK293 GP2 PTHR1 cells, GloSensor cAMP luminescence, 1 h; Potency, µM (doses to about 115 µM), without a hit: at the top dose activation, usual class: activators; 410,000 tested, 0.075% active; further: potency means the concentration at half of the fitted maximal effect; nearly all actives have a fitted effect of over 55% in size; some results filed as inactive show a strong effect at the top dose; inactives centre near -15; many of its hits are not listed in these tables
Target sequence (Q03431 whole entry, looked up): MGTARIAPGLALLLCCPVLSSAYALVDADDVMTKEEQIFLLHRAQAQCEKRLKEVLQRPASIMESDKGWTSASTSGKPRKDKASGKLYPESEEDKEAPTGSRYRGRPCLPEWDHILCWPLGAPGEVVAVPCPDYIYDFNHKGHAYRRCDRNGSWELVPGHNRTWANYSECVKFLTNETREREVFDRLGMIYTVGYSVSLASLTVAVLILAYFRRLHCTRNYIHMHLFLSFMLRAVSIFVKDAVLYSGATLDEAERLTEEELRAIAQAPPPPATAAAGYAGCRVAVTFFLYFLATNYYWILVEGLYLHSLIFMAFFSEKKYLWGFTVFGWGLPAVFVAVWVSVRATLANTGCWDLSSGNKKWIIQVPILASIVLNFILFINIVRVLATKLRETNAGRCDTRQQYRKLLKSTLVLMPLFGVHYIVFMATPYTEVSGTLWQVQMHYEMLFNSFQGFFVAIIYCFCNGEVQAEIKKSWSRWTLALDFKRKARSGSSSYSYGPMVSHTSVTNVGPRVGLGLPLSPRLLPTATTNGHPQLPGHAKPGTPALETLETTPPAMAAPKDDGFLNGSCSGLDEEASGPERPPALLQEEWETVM
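HEK-293-derived GP2 cells expressing PTHR1 and a GloSensor cAMP reporter, 3,000/well, plated overnight, given luciferin plus IBMX (each 0.5 mM as added) for 1 h at 37 °C, then compound for 1 h at 37 °C. Luminescence was read after 15 min at room temperature.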
GLP1R inv ag: GLP-1 receptor (human) inverse agonism | HEK293 GLP-1R CRE-luciferase, luminescence, 24 h; GLP-1R form is constitutively active | P43220 | 410,000 tested, 1.6% active | AID 624417 | Potency, µM (series often up to 38.3 µM), inactives show at the top dose activity change, negative = inhibition, most hits filed as inhibitors; further: potency means the concentration at half of the fitted maximal effect; on the % scale 0 is the no-effect control and ±100 the full control effect; nearly all actives have a fitted effect of over 55% in size
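Cells are plated, allowed 12 hours at 37 deg C, then treated with compounds for 24 hr before luciferase detection reagent is added and luminescence is read after 12 min at room temperature. The HEK293 line carries constitutively active GLP-1R with a cAMP-responsive reporter.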
KB-V1 MDR tox: kills drug-selected multidrug resistant KB-V1 cells | KB-V1 MDR cells viability, CellTiter-Glo, 72 h | Potency, µM (doses to about 46.1 µM), inactives show at the top dose activity change, negative = cytotoxicity, usual class: cytotoxic | 400,000 tested, 3.4% active; further: potency means the concentration at half of the fitted maximal effect; on the % scale 0 is the no-effect control and ±100 the full control effect; nearly all actives have a fitted effect of over 60% in size
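Potencies derive from concentration-effect curves fitted to normalized luminescence (CellTiter-Glo) of KB-V1 cells treated for 72 h at 37 degrees C in phenol-red-free DMEM containing 10% FBS.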
GLP1R cytotox: cytotoxicity counter-screen for GLP-1 receptor inverse agonists; 410,000 tested, 0.13% active; HEK293 cAMP-luciferase reporter cells, luminescence, 24 h; AID 624418; Potency, µM (doses to about 38.3 µM), without a hit: at the highest dose activity change, negative = inhibition, hits mostly inhibitors;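 further: loss of luciferase light is scored as toxicity; potency means the concentration at half of the fitted maximal effect; on the % scale 0 is the no-effect control and ±100 the full control effect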
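Step one: seed cells (200 cells/uL, DMEM with 10% Nu serum, 1% pen-strep). Step two: 12-hour incubation at 37 deg C. Step three: pin 23 nL compound, incubate 24 hr. Step four: add luciferase reagent, read luminescence 12 min later.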
aSyn yeast inh: rescues yeast growth from alpha-synuclein toxicity; Yeast expressing alpha-synuclein, growth rescue, BacTiter-Glo, 24 h; Potency, µM (highest dose often 46.1 µM), for the others: top-dose growth rescue (activation), most hits filed as activators; 370,000 tested, 0.14% active; AID 652106; further: potency means the concentration at half of the fitted maximal effect; % of control where 0% means no effect; nearly all actives have a fitted effect of over 65% in size
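Galactose-induced alpha-syn yeast (OD600=0.02, raffinose-pregrown) + pinned cpd, 24 hr, 30 deg C; growth by BacTiter-Glo luminescence. Growth restoration scores as activation.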
GLP-1R agonist: activates the human GLP-1 receptor. P43220. HEK293 GLP-1R CRE-luciferase, luminescence, 4-6 h; cells express a hypersensitive GLP-1R form. AID 624172. 380,000 tested, 0.007% active. Potency, µM (highest dose often 45.6 µM), for inactives: at the highest dose activation, most hits filed as activators; further: potency means the concentration at half of the fitted maximal effect; % of control where 0% means no effect
D3 antag: blocks the human D3 dopamine receptor; P35462; D3R cells, DiscoveRx beta-arrestin luminescence, antagonist mode; hits give low values; max response, negative = inhibition, %; 360,000 tested, 2.5% active; in the data active means max response below about -50%; inconclusive means no clear call, values can overlap the other calls; further: on the % scale 0 is the no-effect control and ±100 the full control effect; mostly tested at two doses, the higher about 12 µM
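Cells expressing the human receptor were seeded at 1500 cells/well, incubated overnight at 37 degrees C in 5% CO2, then exposed to library compounds with dopamine controls for 90 minutes at 37 degrees C before luminescent detection.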
TDP-43 yeast inh: inhibitors of TDP-43 toxicity in yeast; AID 652104; Potency, µM (series often up to 46.1 µM), for inactives: at the highest dose growth rescue (activation), most hits filed as activators; TDP-43 expressing yeast growth rescue, BacTiter-Glo, 24 h; 410,000 tested, 1.8% active; further: potency means the concentration at half of the fitted maximal effect; % of control where 0% means no effect; nearly all actives have a fitted effect of over 50% in size
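Yeast cells expressing TDP-43 under galactose induction are exposed to compounds for 24 hr at 30 deg C. BacTiter-Glo luminescence measures growth, so protective compounds score as activators.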
Active calls of the source: *; i = inactive; ? = inconclusive; . = not tested or not shown; [ ] = remark or other dose. Unless noted, the call rests on the fitted dose curve; in most records, active means well fitted curve in the direction sought with a large enough effect; inconclusive means small, poorly fitted or top-dose-only effect, or another doubt; inactive means no such curve, though single readings can be large; an effect the other way counts as inactive or inconclusive. Some of the compounds tested; count on the stated rates, not on these rows.

SMILES	D3 ag	PTHR1 agonist	GLP1R inv ag	KB-V1 MDR tox	GLP1R cytotox	aSyn yeast inh	GLP-1R agonist	D3 antag	TDP-43 yeast inh
CC(OC(=O)c1ccc(-n2cnnn2)cc1)C(=O)Nc1ccccc1[N+](=O)[O-] (stereo unspecified)	2	-31%[inhibitor]	13%	6%	-8%	6%	14%	17	20%
COc1cc(NC(=O)c2ccc(C(=O)c3ccccc3)cc2)cc(OC)c1OC	28	-16%	5%	.	12%	-1%	-6%	50	19%
CC1Cc2ccccc2N1C(=O)COC(=O)Cn1nnc(-c2ccccc2)n1 (stereo unspecified)	6	-5%[57.5 µM]	-1%	3%	-6%	14%	-13%	2	11%
CC(C)(C)c1ccc(NC(=O)NC2CCCc3ccccc32)cc1 (stereo unspecified)	4	i	3.2µM*	21µM*	-15%	4%	6%	-19	17%
CC(=O)c1ccc(N2CCN(C(=O)C3CCCN(S(=O)(=O)c4c(C)[nH]c(=O)[nH]c4=O)C3)CC2)cc1 (stereo unspecified)	-6	i	4%	7%	11%	-15%	6%	-6	10%
O=C1C(Cc2cccc([N+](=O)[O-])c2)SC(=Nc2ccccc2)N1c1ccccc1 (stereo unspecified)	-2	i	?	21µM*	-4%	-10%	3%	10	0%
C=CCN1C(=O)C(Cc2cccc(C)c2)SC1=Nc1ccc(C(=O)O)cc1 (stereo unspecified)	10	-14%	47%[activator]	2%	18%	3%	7%	-12	6%
Cc1noc(C)c1C(=O)OCC(=O)NCCc1ccc(Cl)cc1	3	i	0%	-6%	8%	3%	0%	3	0%
O=C(NCCCN1CCCC1=O)c1cccc(S(=O)(=O)N2CCN(c3ccc(F)cc3)CC2)c1	0	i	-1%	?	-1%	6%	2%	3	17%
CC(=O)c1cccc(CN2CCCC(CCC(=O)NCc3ccccc3F)C2)c1 (stereo unspecified)	-8	i	-22%	-24%	2%	-3%	8%	3	-12%
O=C1Nc2ccccc2Oc2cc(Oc3ccc(Cl)cc3)ccc21	17	i	4%	-10%	1%	.	.	.	1%
Clc1ccc(Oc2nc(Oc3ccc(Cl)cc3)nc(N3CCOCC3)n2)cc1	-37	i	?	-18%	34%[activator]	9%	0%	-12	-20%
CCN1C(=O)C2CCCCN2c2ccc(C(=O)NCCOC)cc21 (stereo unspecified)	-10	-9%	22%	9%	-5%	1%	11%	-2	3%
CN(C(=O)c1ccoc1)c1ccc2ccccc2c1	0	-3%	?	?	-21%	3%	7%	-3	?
CCOC(=O)[C@H]1[C@H]2COc3ccc(C)cc3[C@@H]2N2C(=O)c3cc(F)c(F)cc3NC(=O)[C@@]12C	7	-1%	?	-5%	-16%	2%	0%	44	24%
CC(=O)c1ccc(OCCCC(=O)Nc2nnc(C3CC3)s2)cc1	8	i	8%	3%	-15%	0%	-2%	-6	16%
CCC(C)NS(=O)(=O)c1ccc(N)cc1 (stereo unspecified)	-1	-1%	9%	-6%	-9%	-4%	4%	-4	-24%
O=C(c1ccc2c(c1)N(Cc1ccccc1)C(=O)c1ccccc1S2(=O)=O)N1CCN(c2ccccc2)CC1	0	12%	12%	.	1%	.	.	.	18%
CCCCNC(=S)Nc1ccc2nc(N3CCN(CC)CC3)cc(C)c2c1	-5	i	?	-2%	?	-6%	29%	19	-8%
CCc1cccc(CC)c1N(COC)C(=O)Cn1cnc2ccccc21	4	i	?	-22%	-4%	5%	12%	5	-4%
COc1ccc(Cc2nnc(SCC(=O)NC3CCCC3)o2)cc1	0	-6%[57.5 µM]	-7%	3%	-4%	-2%	6%	18	9%
O=C1c2ccccc2C(=O)N1C/C=C/c1ccccc1	-2	i	22%	0%	3%	11%	-4%	12	11%
CCN(C(=O)CSc1nc2ccccc2n1CC(C)C)c1c(N)n(Cc2ccccc2)c(=O)[nH]c1=O	-3	-9%	?	4%	-8%	-2%	4%	0	-1%
COc1ccc(C(=O)Nc2nc3cc4c(cc3s2)OCO4)c(OC)c1	16	i	23%	-6%	3%	3%	4%	97	23%
CCCCN1CC[C@H]2C=CC[C@@H](C(=O)Nc3ccccc3)[C@H]2C1=O	1	i	-7%	?	5%	0%	-1%	0	25%
OCCC1CN(Cc2cccc3nccnc23)CCN1Cc1ccc(F)cc1 (stereo unspecified)	-19	i	-4%	?	7%	-3%	12%	-21	5%
CCC(c1nnnn1Cc1ccccc1)N1CCN(c2ccccc2)CC1 (stereo unspecified)	1	-7%	-29%	23µM*	1%	13%	7%	7	5%[9.22 µM]
O=C(O)c1ccccc1-c1ccccc1C(=O)NCCCO	12	i	0%	-2%	-1%	-5%	-8%	11	-23%
CCc1cccc(NC(=O)COC(=O)c2cc([N+](=O)[O-])ccc2N2CCOCC2)c1	-7	-46%[inhibitor]	-21%	?	-10%	3%	?	-9	0%
O=C(COC(=O)c1cc(Br)ccc1O)Nc1cccnc1Cl	5	i	13%	?	-10%	-7%	10%	-6	28%

Given in markdown: entries from further up.
| canonical_smiles | D3 ag | PTHR1 agonist | GLP1R inv ag | KB-V1 MDR tox | GLP1R cytotox | aSyn yeast inh | GLP-1R agonist | D3 antag | TDP-43 yeast inh |
| --- | --- | --- | --- | --- | --- | --- | --- | --- | --- |
| CCN1C(=O)C2CCCCN2c2ccc(C(=O)NCCOC)cc21 (stereo unspecified) | -10 | -9% | 22% | 9% | -5% | 1% | 11% | -2 | 3% |
| CN(C(=O)c1ccoc1)c1ccc2ccccc2c1 | 0 | -3% | ? | ? | -21% | 3% | 7% | -3 | ? |
| CCOC(=O)[C@H]1[C@H]2COc3ccc(C)cc3[C@@H]2N2C(=O)c3cc(F)c(F)cc3NC(=O)[C@@]12C | 7 | -1% | ? | -5% | -16% | 2% | 0% | 44 | 24% |
| CC(=O)c1ccc(OCCCC(=O)Nc2nnc(C3CC3)s2)cc1 | 8 | i | 8% | 3% | -15% | 0% | -2% | -6 | 16% |
| CCC(C)NS(=O)(=O)c1ccc(N)cc1 (stereo unspecified) | -1 | -1% | 9% | -6% | -9% | -4% | 4% | -4 | -24% |
| O=C(c1ccc2c(c1)N(Cc1ccccc1)C(=O)c1ccccc1S2(=O)=O)N1CCN(c2ccccc2)CC1 | 0 | 12% | 12% | . | 1% | . | . | . | 18% |
| CCCCNC(=S)Nc1ccc2nc(N3CCN(CC)CC3)cc(C)c2c1 | -5 | i | ? | -2% | ? | -6% | 29% | 19 | -8% |
| CCc1cccc(CC)c1N(COC)C(=O)Cn1cnc2ccccc21 | 4 | i | ? | -22% | -4% | 5% | 12% | 5 | -4% |
| COc1ccc(Cc2nnc(SCC(=O)NC3CCCC3)o2)cc1 | 0 | -6%[57.5 µM] | -7% | 3% | -4% | -2% | 6% | 18 | 9% |
| O=C1c2ccccc2C(=O)N1C/C=C/c1ccccc1 | -2 | i | 22% | 0% | 3% | 11% | -4% | 12 | 11% |
| CCN(C(=O)CSc1nc2ccccc2n1CC(C)C)c1c(N)n(Cc2ccccc2)c(=O)[nH]c1=O | -3 | -9% | ? | 4% | -8% | -2% | 4% | 0 | -1% |
| COc1ccc(C(=O)Nc2nc3cc4c(cc3s2)OCO4)c(OC)c1 | 16 | i | 23% | -6% | 3% | 3% | 4% | 97 | 23% |
| CCCCN1CC[C@H]2C=CC[C@@H](C(=O)Nc3ccccc3)[C@H]2C1=O | 1 | i | -7% | ? | 5% | 0% | -1% | 0 | 25% |
| OCCC1CN(Cc2cccc3nccnc23)CCN1Cc1ccc(F)cc1 (stereo unspecified) | -19 | i | -4% | ? | 7% | -3% | 12% | -21 | 5% |
| CCC(c1nnnn1Cc1ccccc1)N1CCN(c2ccccc2)CC1 (stereo unspecified) | 1 | -7% | -29% | 23µM* | 1% | 13% | 7% | 7 | 5%[9.22 µM] |

Ordered by count of non-hydrogen atoms (lowest first): some entries from above
SMILES	D3 ag	PTHR1 agonist	GLP1R inv ag	KB-V1 MDR tox	GLP1R cytotox	aSyn yeast inh	GLP-1R agonist	D3 antag	TDP-43 yeast inh
O=C(COC(=O)c1cc(Br)ccc1O)Nc1cccnc1Cl	5	i	13%	?	-10%	-7%	10%	-6	28%
COc1ccc(Cc2nnc(SCC(=O)NC3CCCC3)o2)cc1	0	-6%[57.5 µM]	-7%	3%	-4%	-2%	6%	18	9%
O=C(c1ccc2c(c1)N(Cc1ccccc1)C(=O)c1ccccc1S2(=O)=O)N1CCN(c2ccccc2)CC1	0	12%	12%	.	1%	.	.	.	18%

The listing continues.
SMILES	D3 ag	PTHR1 agonist	GLP1R inv ag	KB-V1 MDR tox	GLP1R cytotox	aSyn yeast inh	GLP-1R agonist	D3 antag	TDP-43 yeast inh
CC1(C(=O)OCC(=O)Nc2ccccc2)CC1(Cl)Cl (stereo unspecified)	-6	-16%	-7%	-9%	-3%	-1%	9%	-17	13%[9.22 µM]
O=C(COc1ccccc1Cl)c1ccc2c(c1)CCCC2	-13	-16%	0%	?	14%	-3%	13%	-19	21%
Cc1cn([C@H]2C[C@H](O)[C@@H](CNCc3cnc(N4CCOCC4)nc3)O2)c(=O)[nH]c1=O	0	i	14%	?	3%	0%	-4%	9	23%
O=C(Nc1nccs1)c1ccccc1Br	-3	i	7%	20%	4%	-4%	-1%	13	23%
COCCn1nnnc1C(c1cccc(C(F)(F)F)c1)N1CCOCC1 (stereo unspecified)	6	i	9%	-2%	0%	3%	-6%	0	11%
CCN1/C(=C/c2cc[n+](CCCS(=O)(=O)[O-])c3ccccc23)Sc2ccccc21	-4	i	-2%	-3%	2%	-6%	1%	-25	-13%
CCCCNC(=O)c1onc(CSc2ccc(F)cc2)c1C(=O)O	5	i	7%	9%	-5%	0%	-5%	28	-6%
Cc1c(OCC(=O)N2CCN(c3ccccc3)CC2)ccc2c3c(c(=O)oc12)CCCC3	1	i	-8%	-7%	-5%	8%	-2%	9	11%

Compound activity from PubChem.
